High-throughput results from PubChem BioAssay.
SRC1 TRFRET art: flags TR-FRET format artefacts in PPARgamma SRC-1 recruitment agonist screen | TR-FRET detection artefact counter-screen, emission ratio; active compounds read high | TR-FRET ratio at 8 µM | hit rate 0.34% among 99,000; in the data active = TR-FRET ratio above about 2300; also: inactives centre near 1800; reference of the scale not given here
SRC3 TRFRET art: counter-screen for PPARgamma SRC-3 recruitment agonists: TR-FRET artefact; PPARgamma/SRC-3 format; active compounds read high; TR-FRET ratio at 8 µM; hit rate 0.39% among 99,000; AID 1048; in the data active = TR-FRET ratio above about 2000; also: inactives centre near 1600; reference of the scale not given here
* marks the source's active call; other numbers are inactive results. These rows are one share of the data; count on the stated rates, not on these rows.

SMILES | SRC1 TRFRET art | SRC3 TRFRET art
CCc1ccc(C(=O)NNC(=O)CCN2CCN(Cc3ccccc3)CC2)cc1 | 1918 | 1672
O=C(NCc1ccccc1)Nc1cccn(Cc2ccccc2F)c1=O | 1842 | 1612
Cc1cc(C)n2nc(SCc3nnc(-c4ccccc4Br)o3)nc2n1 | 1799 | 1424
O=c1c(Cl)cc(Cl)nn1-c1ccccc1 | 1815 | 1346
O=S(=O)(CC(CN1CCCCC1)N1CCCCC1)c1ccccc1 (centres undefined) | 1833 | 1667
COc1ccc(OC)c2[nH]c(=O)c(CCNC(=O)C(=O)c3c[nH]c4ccccc34)cc12 | 1891 | 1593
CCOC(=O)N1c2ccccc2C=CC1OCC (centres undefined) | 1790 | 1808
CCn1nnnc1SCC(=O)Nc1nc2ccccc2s1 | 1798 | 1628
O=C(c1cccnc1Cl)N1CCOCC1 | 1778 | 1498
O=C(N/N=C/c1sc(=O)n(-c2ccccc2)c1Cl)c1ccncc1 | 2004 | 1701

(list continues)
SMILES | SRC1 TRFRET art | SRC3 TRFRET art
COc1ccccc1NC(=S)NC(=O)/C=C/c1cccs1 | 1853 | 1608
CCOCCCNC(=O)CN1C(=O)/C(=C/c2ccccc2)Sc2ccccc21 | 1864 | 1416
CN(c1ccccc1)S(=O)(=O)c1cccc(C(=O)OCC(=O)NCc2ccc3c(c2)OCO3)c1 | 1719 | 1550
CCCOc1cccc(-c2cc(C(=O)NN)c3ccccc3n2)c1 | 1969 | 1640
CN1CCN(C(=O)C2=C[C@H](c3ccc(Br)cc3)C[C@H](OCCCCO)O2)CC1 | 1583 | 1540
CSCCC(NC(=O)c1ccccc1Br)C(=O)N1CCC(C)CC1 (centres undefined) | 1681 | 1528
C/C(CC(=O)Nc1c(C)cc(C)cc1C)=N\NC(=O)OC(C)(C)C | 1867 | 1522
CC1=CC2=NC(=O)/C(=C\c3ccc(-c4ccc(Cl)cc4)o3)C(=N)N2O1 | 1748 | 1582
CCCC(=O)Nc1ccc(C(=O)NCCc2ccc(F)cc2)cc1 | 1635 | 1588
CC1(C)CC(=O)C(Sc2ccc(Br)cc2)=C(O)C1 | 1530 | 1633

Additional records follow.
SMILES | SRC1 TRFRET art | SRC3 TRFRET art
CN(C)c1ccc(C(CNC(=O)c2ccccc2)c2c[nH]c3ccccc23)cc1 (centres undefined) | 1764 | 1487
Cc1ccc(OCC(=O)N/N=C/c2cc([N+](=O)[O-])ccc2N2CCCCC2)cc1 | 2075 | 1642
COc1cccc(NC(=O)Nc2cc(C(=O)O)ccc2C)c1 | 1859 | 1413
COc1cccc(/C=C(/C#N)c2ccc(F)cc2)c1OCc1cccc(C(=O)O)c1 | 1697 | 1618
CCc1nc2ccccc2c(C(=O)OCC(=O)Nc2ccc(S(=O)(=O)N3CCOCC3)cc2)c1C | 1900 | 1641
COC(=O)[C@@]1(Cc2ccc(OC)cc2)[C@H]2c3cc(C(=O)N(C)C)[nH]c3C[C@H]2CN1C(=O)c1ccccc1 | 1832 | 1660
Cc1ccc(NC(=O)CSc2ncc(S(=O)(=O)c3ccccc3)c(=O)[nH]2)cc1C | 1860 | 1417
Cc1nnc(SCC(=O)NNC(=O)c2ccccc2)n1-c1ccccc1 | 1983 | 1524
O=C1CC(=O)CC(c2ccco2)C1 | 1946 | 1829
CCC(C(=O)Nc1sc(C(N)=O)c(C)c1C(=O)OC)c1ccccc1 (centres undefined) | 1671 | 1568

New compounds follow
SMILES | SRC1 TRFRET art | SRC3 TRFRET art
N=C(c1ccc([N+](=O)[O-])cc1)N1CCCCCC1 | 1744 | 1589
CCOC(=O)N1CCc2c(sc3c2c(=O)n(Cc2ccccc2)c(=O)n3Cc2ccccc2F)C1 | 1924 | 1491
COCCCNC(=O)CCn1c(=O)c2ccccc2n(CC(=O)NCCC2=CCCCC2)c1=O | 1765 | 1329
Nc1[nH][nH]c(=O)c1N=Nc1ccc2c(c1)OCO2 | 1990 | 1702
O=C(CNC(=O)c1ccccc1)N/N=C/c1cc(Br)ccc1O | 1792 | 1555
O=C(CCN1CCN(C/C=C/c2ccccc2)CC1)Nc1ccc(Cl)cc1 | 1907 | 1589
O=C(Cc1ccc(-n2c(=O)[nH]c3ccsc3c2=O)cc1)NCc1cccnc1 | 1707 | 1687
CC(C)CNC(=O)COC(=O)CNC(=O)c1cc(Cl)cc([N+](=O)[O-])c1 | 1858 | 1575
C=CCc1c(C)nc(-c2ccccc2)nc1Nc1ccccc1O | 1916 | 1599
O=C(COC(=O)c1cnccn1)NCc1ccc2c(c1)OCO2 | 2117 | 1544

Further structures
SMILES | SRC1 TRFRET art | SRC3 TRFRET art
COc1cc(CNCCc2ccccc2F)ccc1OCC(=O)N1CCCCC1 | 1999 | 1476
COc1ccc(NC(=O)c2cc(OC)c(OC)c(OC)c2Br)cc1OC | 1727 | 1505
O=C(CCCN1C(=O)c2cccc3cccc(c23)C1=O)N1CCN(c2ccc(F)cc2)CC1 | 1527 | 1323
CCOc1ccccc1N1CCN(C(=S)Nc2ccc(S(N)(=O)=O)cc2)CC1 | 1949 | 1508
CCc1ccc(CC(=S)N2CCOCC2)cc1 | 1690 | 1559
Cn1nnnc1SCc1ccc(CSc2nnnn2C)cc1 | 1612 | 1560
O=C(OCC(=O)N1CCCC1)c1ccc(OC(F)(F)F)cc1 | 1978 | 1566
O=C(NCC1CCCO1)c1ccc(Oc2ccc([N+](=O)[O-])cc2Cl)cc1 (centres undefined) | 1645 | 1611
O=C(O)Cc1ccc(NC(=O)Nc2ccc(Br)cc2)cc1 | 1803 | 1545
O=C(CSc1ncn[nH]1)Nc1ccc2c(c1)CCC2 | 1701 | 1564

Remaining list, next part.
SMILES | SRC1 TRFRET art | SRC3 TRFRET art
CCCCNC(=O)CO/N=C(\C)c1cc2ccccc2o1 | 1745 | 1498
Cn1c(=O)[nH]c(=O)c2c1nc(SCCO)n2CC(O)COc1ccccc1 (centres undefined) | 1644 | 1717
CCCC(=O)NC(c1ccc2c(c1)OCO2)c1cc(Cl)c2cccnc2c1O (centres undefined) | 1761 | 1375
O=S(=O)(c1ccc(F)cc1)c1nc(-c2ccco2)oc1Nc1ccccc1 | 1892 | 1661
CC(C)(O)C(O)COc1c2ccoc2cc2oc(=O)ccc12 (centres undefined) | 1805 | 1591
COc1ccc(S(=O)(=O)Nc2ccc(NC(C)=O)cc2)cc1Br | 1744 | 1544
O=C(Cc1ccccc1)Nc1ccc(NC(=O)c2cccs2)cc1Cl | 1849 | 1898
Oc1ccc(/C=C/c2ccnc3ccccc23)cc1 | 1645 | 1375
Cc1cc(C)c2c(=O)[nH]c(SCc3ccccc3C)nc2n1 | 1728 | 1467
CC1=C(C(=O)Nc2ccccc2C)C2(CCCCC2)C(C(N)=O)C(=S)N1 (centres undefined) | 1681 | 1452

Ordered by SMILES length (rising): some entries from above.
SMILES | SRC1 TRFRET art | SRC3 TRFRET art
CCCCNC(=O)CO/N=C(\C)c1cc2ccccc2o1 | 1745 | 1498
O=C(Cc1ccccc1)Nc1ccc(NC(=O)c2cccs2)cc1Cl | 1849 | 1898
O=S(=O)(c1ccc(F)cc1)c1nc(-c2ccco2)oc1Nc1ccccc1 | 1892 | 1661

(continued)
SMILES | SRC1 TRFRET art | SRC3 TRFRET art
CCc1ccc(S(=O)(=O)Nc2cccc(-c3ccc4nncn4n3)c2)s1 | 1780 | 1561
CC(Oc1ccc(C#N)cc1)C(=O)c1ccc(F)c(F)c1 (centres undefined) | 1895 | 1547
Cc1ccc(C(=O)NCCc2ccc(F)cc2)s1 | 1772 | 1506
O=C1S/C(=C\C=C\c2ccco2)C(=O)N1c1ccccc1 | 1645 | 1496
CC1(C)Cc2ccccc2C2=C(C(=O)N3CCCCCC3)C(=O)C(=O)N21 | 1690 | 1657
CCOC(=O)Cc1csc(NC(=O)COc2ccc3c(C)cc(=O)oc3c2)n1 | 2449* | 1633
Cc1nnc(NC(=O)c2ccc3c(c2)OCO3)s1 | 1484 | 1784
O=C(/C=C/c1ccc(Cl)cc1Cl)N1CCN(c2ccccc2[N+](=O)[O-])CC1 | 1710 | 1512
Cc1ccccc1-n1c(C)nnc1SCC(=O)N1CC(=O)Nc2ccccc21 | 2009 | 1525
CC1SC(=NC(=O)c2ccncc2)NC1=O (centres undefined) | 1872 | 1724

Compound profiles, as listed above. Order of values: SRC1 TRFRET art | SRC3 TRFRET art
`Cc1ccc(C(=O)NCCc2ccc(F)cc2)s1` as listed: 1772 | 1506
`CC1(C)Cc2ccccc2C2=C(C(=O)N3CCCCCC3)C(=O)C(=O)N21` as listed: 1690 | 1657

(continued)
SMILES | SRC1 TRFRET art | SRC3 TRFRET art
CC(Oc1ccccc1)C(=O)Nc1oc(-c2ccco2)c(-c2ccco2)c1C#N (centres undefined) | 1838 | 1784
COc1ccccc1-c1nnc(NC(=O)C(C)Sc2nncn2C)s1 (centres undefined) | 1804 | 1655
C[C@@H]1CC[C@@]2(O[C@H](CCO)C[C@H](O)[C@H]2O)O1 | 1642 | 1517
COc1cccc(CNC(=O)C2CCN(S(=O)(=O)N3CCC4(CC3)OCCO4)CC2)c1 | 1941 | 1801
CCOc1ccc(CNC(=O)c2ccc(Sc3ccc(Cl)cc3)c(NC(C)=O)c2)cc1 | 1605 | 1758
CCN(CC)C(=O)c1ccc(O)c(OC)c1 | 1827 | 1653
CC(=O)Nc1ccc(/C=N/NC(=S)NC(C)C)cc1 | 1771 | 1473
CCOc1cc(C(=O)N/N=C/C(Br)=C/c2ccccc2)cc(OCC)c1OCC | 1788 | 1376
COc1cc(C(=O)Nc2c(C)cc(C)cc2C)c(Br)c(OC)c1OC | 1818 | 1550
CCCCCCSc1nsc(NC(=O)CCC)n1 | 1570 | 1437

Additional results:
SMILES | SRC1 TRFRET art | SRC3 TRFRET art
O=C(NCCCN1CCOCC1)C(=O)N/N=C/c1c2ccccc2cc2ccccc12 | 1744 | 1700
Fc1ccc(Cn2nnnc2CN2CCc3ccccc3C2)cc1 | 1922 | 1464
CCOc1ccc(/C=N/Nc2ccccn2)cc1 | 1894 | 1696
CC1(C)CC(=O)C(CC(=O)N2CCC(Cc3ccccc3)CC2)C(=O)C1 | 1965 | 1539
C/C(=N\NC(=O)c1nn(C)cc1Br)c1ccncc1 | 1742 | 1690
Cc1ccc(CN2CCN(Cc3cccc4c3OCO4)CC2CCO)cc1 (centres undefined) | 1657 | 1652
CCc1cccc(CC)c1NC(=O)Cn1c(-c2ccc(F)cc2)noc1=O | 1599 | 1640
C/C(=N\NC(=O)c1nonc1N)c1cccs1 | 2120 | 1604
Cn1c(Cn2c(=O)sc3ccccc32)nnc1SCc1ccc(F)cc1 | 1837 | 1634
CC(OC(=O)c1cccn1C)C(=O)Nc1ccc2c(c1)OCO2 (centres undefined) | 1560 | 1482

New compounds follow.
SMILES | SRC1 TRFRET art | SRC3 TRFRET art
O=C(O)CCNS(=O)(=O)c1ccccc1Br | 1454 | 1292
CCOC(=O)c1[nH]c2ccc(OC)cc2c1NC(=S)N1CCN(c2ccccc2OC)CC1 | 2064 | 1710
Cc1nn(-c2ccccc2)c(=S)c2ccccc12 | 1698 | 1634
COCCNS(=O)(=O)c1ccc2c3c(cccc13)C(=O)N2C | 1803 | 1598
CC1=CC2=NC(=O)/C(=C\c3cccn3CCOc3cc(C)cc(C)c3)C(=N)N2O1 | 1930 | 1590
O=C(C1=C[C@H](C2CC2)C[C@H](OCCCCO)O1)N1CCN(Cc2ccc3c(c2)OCO3)CC1 | 1777 | 1591
CC1=CC(C)(C)N=C(NC#N)N1 | 1794 | 1478
Clc1ccccc1Nc1nnc(-c2ccncc2)s1 | 1863 | 1522
O=C(CSc1nnc(NC(=O)c2ccccc2F)s1)Nc1ccccc1F | 1706 | 1564
COC(=O)CCC(=O)N1CCCC(CO)(Cc2ccccc2C)C1 (centres undefined) | 1679 | 1741

Next entries.
SMILES | SRC1 TRFRET art | SRC3 TRFRET art
O=C1C2C3C=CC(C3)C2C(=O)N1CCN1CCN(Cc2ccc([N+](=O)[O-])cc2)CC1 (centres undefined) | 1878 | 1621
O=S(=O)(c1ccc2ccccc2c1)N1CCN=C1SCc1cccnc1 | 1759 | 1407
CCc1ccccc1NC(=S)NNC(=O)c1ccccc1Cl | 1864 | 1649
COc1ccc(N(C(=O)/C=C/C(=O)Nc2cc(C)on2)C(C(=O)NC2CCCC2)c2ccccc2C)cc1 (centres undefined) | 1734 | 1489
O=C(COc1ccccc1)NNc1nc2c(F)cccc2s1 | 1792 | 1582
CCO[C@H]1OC(C(=O)N2CCOCC2)=C[C@@H](c2ccc(C(F)(F)F)cc2)[C@@H]1CCCO | 1722 | 1670
COc1ccc(C2OC(=O)Cc3cc(OC)c(OC)cc32)cc1 (centres undefined) | 1777 | 1458
C=C1C2(C(=O)Nc3ccc(SC(F)F)cc3)CCC(C2)C1(C)C (centres undefined) | 1677 | 1673
O=c1oc2ccccc2c(N2CCOCC2)c1[N+](=O)[O-] | 1547 | 1369
O=C(CCCOc1ccc(Cl)cc1Cl)NN1CCOCC1 | 1930 | 1710

Continuation.
SMILES | SRC1 TRFRET art | SRC3 TRFRET art
CCCNC(=S)N1CCN(Cc2ccc3c(c2)OCO3)CC1 | 1769 | 1814
COc1cccc(NC(=O)C(Sc2nc3ccccc3c(=O)n2CC(C)C)c2ccccc2)c1 (centres undefined) | 1813 | 1601
CC(C)N(Cc1cnn(C)c1)Cc1nc(Cc2ccccc2Cl)no1 | 1709 | 1554
c1ccc2c(c1)CC(N1CCCCC1)c1ccccc1N2 (centres undefined) | 2194 | 1591
CCCCn1c(=O)[nH]c2nc3cc(N)ccc3nc2c1=O | 1685 | 1391
CCOc1cc(NC(=S)NCCCN2CCOCC2)c(OCC)cc1NC(=O)c1cccc(F)c1 | 1708 | 1529
O=S(=O)(c1ccc(NC(=S)N/N=C/c2c3ccccc3cc3ccccc23)cc1)N1CCOCC1 | 1905 | 1346
CCN(CC)c1nc(C#N)nc(N(CC)CC)n1 | 1789 | 1548
COc1ccc(NS(=O)(=O)c2cccc(NC(=O)CCS(=O)(=O)c3ccccc3)c2)cc1 | 1861 | 1773
